# CHOP UPR activ: apoptotic UPR (CHOP) activation; activation, % at 10 µM; CHO-CHOP luciferase reporter, luminescence; percent of tunicamycin response over DMSO baseline; hit rate 0.34% among 330,000;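 active = at 10 µM dose, activation of 40% or more, normalized to positive control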;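 also: 100% = tunicamycin at 10 µg/mL and 0% = DMSO alone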
#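 Assay system: CHO cells with stable CHOP pathway luciferase reporter; Buffer or medium: F12 plus 10% serum; Times: 16-18 h cell attachment, then 6 h compound exposure, 37 °C; Signal: luciferase luminescence; Read-out basis: percent activation relative to tunicamycin control; Control set: tunicamycin high control, DMSO low control.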
# XBP1 UPR activ: adaptive UPR (XBP1) activation. activation, % at 20 µM. CHO-XBP1 luciferase reporter, IRE1-XBP1 UPR activation, luminescence; percent of tunicamycin response, DMSO as zero. hit rate 0.33% among 330,000;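 active = versus positive control, 20 µM dose yields 30% or more activation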;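 also: 100% = tunicamycin at 10 µg/mL and 0% = DMSO only wells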
#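 Assay system: CHO-XBP1 luciferase reporter cells; Schedule: 6 h treatment, 37 °C; Detection: glow luminescence from Steady-Glo reagent; Benchmarks: high control tunicamycin 10 µg/mL final, low control DMSO vehicle only.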
# EBI2 antag: blocks human EBI2 receptor beta-arrestin signaling. AID 651636. P32249. EBI2 beta-arrestin recruitment, luminescence, 7a,25-OHC stimulated. hit rate 0.81% among 360,000. inhibition, % at 5 µM; in the data active = inhibition above about 38%;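 also: enzyme fragment complementation signal reports receptor beta-arrestin coupling in cells; 0% = agonist plus DMSO wells and 100% = wells without agonist; some results beyond the cut were filed as inactive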
# Target sequence (P32249 whole entry, looked up, the tested form may be a part): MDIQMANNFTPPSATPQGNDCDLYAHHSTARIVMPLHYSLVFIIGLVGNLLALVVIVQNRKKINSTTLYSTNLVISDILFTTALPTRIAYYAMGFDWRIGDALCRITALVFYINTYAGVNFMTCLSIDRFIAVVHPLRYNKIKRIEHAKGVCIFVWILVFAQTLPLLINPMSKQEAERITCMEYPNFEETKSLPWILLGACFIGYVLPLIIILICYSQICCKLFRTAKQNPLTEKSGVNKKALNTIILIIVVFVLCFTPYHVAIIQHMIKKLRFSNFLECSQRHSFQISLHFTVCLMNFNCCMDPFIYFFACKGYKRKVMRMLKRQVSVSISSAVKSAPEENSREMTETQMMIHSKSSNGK
# Gli-Sufu antag: blocks Gli-Sufu signaling in a luciferase reporter; Sufu-KO-LIGHT fibroblasts, Gli luciferase reporter luminescence; inhibition, % at 5 µM; hit rate 0.74% among 340,000; AID 588413;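 active = inhibition above about 55%, limit read from the data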;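 also: 0% = DMSO-treated cells and 100% = wells with medium but no cells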
# Jurkat NFkB inh: inhibitors of the PMA/ionomycin-induced NF-kB reporter in Jurkat cells; inhibition, % at 4 µM; hit rate 0.53% among 330,000; AID 435003; PMA/ionomycin-induced NF-kB luciferase reporter, luminescence; in the data active = inhibition above about 50%
# CCR6 antagonist: CCR6 (human) receptor antagonism; hit rate 0.49% among 340,000; inhibition, % at 20 µM; AID 493098; CHO-K1 CCR6 PathHunter beta-arrestin, luminescence, CCL20-stimulated;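 active = compounds whose inhibition of the agonist-driven luminescence signal at 20 µM reaches about 50%, limit read from the data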;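 also: cells stimulated with CCL20 at 14 nM final; plate controls were DMSO with CCL20 for no effect and DMSO without agonist for full effect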
# Target sequence (P51684 whole entry, looked up): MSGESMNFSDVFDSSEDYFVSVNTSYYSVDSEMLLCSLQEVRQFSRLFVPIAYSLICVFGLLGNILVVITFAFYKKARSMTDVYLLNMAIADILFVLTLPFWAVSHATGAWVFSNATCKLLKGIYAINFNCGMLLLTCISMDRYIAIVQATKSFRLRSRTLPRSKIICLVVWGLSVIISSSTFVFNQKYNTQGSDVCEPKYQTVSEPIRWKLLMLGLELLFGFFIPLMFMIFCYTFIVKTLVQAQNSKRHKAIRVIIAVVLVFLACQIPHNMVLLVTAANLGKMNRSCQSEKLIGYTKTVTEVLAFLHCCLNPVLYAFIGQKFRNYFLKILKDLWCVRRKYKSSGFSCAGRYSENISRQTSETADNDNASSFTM
# Mdm2 MdmX PPI: inhibitors of human Mdm2/MdmX interaction; O15151+Q00987; SaOS-2 split-luciferase Mdm2/MdmX complementation, luminescence; inhibition, % at 8 µM; hit rate 3% among 330,000;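 active = inhibition of at least 50% at 8 µM in the primary screen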
# 697 NFkB inh: inhibitors of the PMA/ionomycin-induced NF-kB reporter in 697 B cells; hit rate 0.33% among 330,000; inhibition, % at 4 µM; 697 B-cell NF-kB luciferase reporter, 16 h; in the data active = inhibition above about 35%
# CXCR6 inh: CXCR6 (human) receptor inhibition; CHO-K1 PathHunter CXCR6 beta-arrestin, luminescence; O00574; inhibition, % at 20 µM; AID 602244; hit rate 0.36% among 360,000; in the data active = inhibition above about 34%, passing the limit was not always enough;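 also: antagonist mode with CXCL16 agonist at 10 nM final; 0% = 10 nM CXCL16 with DMSO and 100% = unstimulated wells without agonist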
# Target sequence (O00574 whole entry, looked up): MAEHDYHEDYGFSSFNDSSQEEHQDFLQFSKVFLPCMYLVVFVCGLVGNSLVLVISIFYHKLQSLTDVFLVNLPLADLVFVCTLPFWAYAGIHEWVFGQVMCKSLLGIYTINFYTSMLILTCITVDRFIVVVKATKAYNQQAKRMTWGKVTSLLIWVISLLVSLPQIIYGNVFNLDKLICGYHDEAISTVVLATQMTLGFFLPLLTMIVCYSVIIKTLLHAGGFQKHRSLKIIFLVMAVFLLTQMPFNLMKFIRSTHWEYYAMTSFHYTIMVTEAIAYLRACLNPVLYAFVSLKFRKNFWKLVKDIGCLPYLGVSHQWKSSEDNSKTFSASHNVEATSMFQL
# * marks the source's active call; other numbers are inactive results; x = no result given.
# The first five entries (preview)
# The line under a structure holds: CHOP UPR activ	XBP1 UPR activ	EBI2 antag	Gli-Sufu antag	Jurkat NFkB inh	CCR6 antagonist	Mdm2 MdmX PPI	697 NFkB inh	CXCR6 inh
> CC(=O)O[C@H]1CC[C@@]2(C)C(=CC[C@@H]3[C@@H]2CC[C@]2(C)C(=O)CC[C@@H]32)C1
    3.2	-6	8	3	7	5	-6	10	-15
> Cc1[nH]c2ccccc2c1/C=N/O
    0.8	-1	1	-15	14	13	10	9	-2
> COc1cccc(OC)c1C(=O)Nc1nc(N)n(-c2ccccc2)n1
    0.3	-2	-7	1	-9	-3	11	28	-5
> O=C(c1ccc2c(c1)OCO2)N1CCC2(CC1)OCCO2
    0.4	-1	-7	-2	-24	-17	-23	2	-7
> Cc1ccc(S(=O)(=O)NCC2CCC(C(=O)N3CCC4(CC3)OCCO4)CC2)cc1 (stereo not drawn)
    -0.2	2	10	-13	-7	1	12	20	-7

# Main list, previewed entries included:
# The line under a structure holds: CHOP UPR activ	XBP1 UPR activ	EBI2 antag	Gli-Sufu antag	Jurkat NFkB inh	CCR6 antagonist	Mdm2 MdmX PPI	697 NFkB inh	CXCR6 inh
> CC(=O)O[C@H]1CC[C@@]2(C)C(=CC[C@@H]3[C@@H]2CC[C@]2(C)C(=O)CC[C@@H]32)C1
    3.2	-6	8	3	7	5	-6	10	-15
> Cc1[nH]c2ccccc2c1/C=N/O
    0.8	-1	1	-15	14	13	10	9	-2
> COc1cccc(OC)c1C(=O)Nc1nc(N)n(-c2ccccc2)n1
    0.3	-2	-7	1	-9	-3	11	28	-5
> O=C(c1ccc2c(c1)OCO2)N1CCC2(CC1)OCCO2
    0.4	-1	-7	-2	-24	-17	-23	2	-7
> Cc1ccc(S(=O)(=O)NCC2CCC(C(=O)N3CCC4(CC3)OCCO4)CC2)cc1 (stereo not drawn)
    -0.2	2	10	-13	-7	1	12	20	-7
> CC(=NCCCN1CCOCC1)c1c(O)[nH]c(=O)[nH]c1=O
    -1.8	1	-10	4	3	-8	-9	31	-11
> CCS(=O)(=O)NCc1nnc2n1-c1ccc(Cl)cc1C(c1ccccc1)=NC2
    0.3	-2	-12	1	7	6	24	16	-9
> O=C1NC(=O)N(c2ccccc2F)C(=O)/C1=C/c1ccc(Oc2ccc([N+](=O)[O-])cn2)cc1
    -2.0	-2	-8	-10	-13	9	-14	-5	-1
> NCc1cc(=O)[nH]o1
    0.3	-5	1	17	2	2	2	5	1
> CC1(C)CC2CCC(O)C2C(CCO)N1 (stereo not drawn)
    x	x	-15	6	x	8	x	x	4
> O=S(=O)(NC1CCCCC1)OCC(Cl)(Cl)Cl
    -0.8	1	8	2	3	1	10	-21	-10
> CC(C)(O)[C@H]1O[C@H]2CC[C@@]3(C)[C@@](O)(CC[C@H]4Cc5c([nH]c6ccccc56)[C@@]43C)C2=CC1=O
    1.0	-7	x	-18	10	5	62*	-31	x
> C/C(=N\NC(N)=O)c1c(O)n(C)c(=O)n(C)c1=O
    -1.9	1	4	-2	3	6	28	-4	-9
> CCOC(=O)Cc1csc(NC(=O)c2c(O)c3ccccc3n(CCC(C)C)c2=O)n1
    12	-2	-8	-8	-6	6	10	-1	-8
> CN(C)C(=S)SSC(=S)N(C)C
    x	x	2	68*	x	49	x	x	29
> CC(C)CC(NC(=O)CCCNC(=O)CCC(=O)OC1O[C@H]2OC3(C)CC[C@H]4[C@H](C)CCC(C1C)C24OO3)C(=O)O (stereo partly drawn)
    11	3	-14	85*	-21	-11	23	8	-16
> COc1ccc(-n2c(-c3ccccc3[N+](=O)[O-])nc3ccccc3c2=O)cc1
    -0.7	-2	10	27	-12	14	3	6	1
> O=C1CSC2N1CCNC21CCCCC1 (stereo not drawn)
    1.4	-5	-4	-12	7	-2	18	22	-4
> O=c1[nH]c(=S)n(Cc2ccc(F)cc2)c(O)c1/C=N/N1CCCCC1
    1.6	-3	3	1	1	19	25	5	6
> O=P1(NCc2ccco2)COc2ccccc2OC1
    1.3	-1	-3	-4	-7	4	28	-10	-6
> c1ccc(C2N3CCCN23)cc1 (stereo not drawn)
    -1.7	-1	7	2	-5	4	18	24	-5
> Cc1cccc(N2C(=O)/C(=C/c3ccc(CN(CCC#N)S(C)(=O)=O)o3)C(=O)NC2=S)c1
    -0.1	-3	-3	0	-6	11	5	-14	-3
> COC(=O)C1=C(c2ccc(OC(F)(F)F)cc2)C[C@@H]2CC[C@H]1N2C(=O)NCC1CC1
    -0.8	-3	7	20	-5	13	18	0	-5
> C=Cn1ccnc1P(=S)(c1nccn1C=C)C1CCCCC1
    -0.1	-4	-12	-7	-3	1	1	-14	2
> CCCCc1ncc(CN2CCCC(C(=O)c3ccc(SC)cc3)C2)[nH]1 (stereo not drawn)
    1.6	-2	1	13	28	11	0	-1	-14
> COc1ccc(NC(=O)CN2CC=C(c3ccccc3)CC2)cc1S(=O)(=O)N1CCOCC1
    0.7	-1	6	3	-10	1	5	13	5
> C[C@]12C[C@@H](O)[C@H](O)CC1=CCC1C2CC[C@]2(C)C(=O)CCC12 (stereo partly drawn)
    1.2	-4	-9	1	14	5	7	0	0
> Cc1cc(OC(=O)N(C)C)nc2c1c(C)nn2C
    -0.4	1	2	0	14	-5	10	8	5
> COC(=O)C1=C(c2cc3ccccc3s2)C[C@@H]2CC[C@H]1N2C(=O)N1CCOCC1
    -0.7	-5	2	-16	31	8	55*	-14	-1
> Cc1cc(OC(C)C(=O)N[C@H](C(=O)O)c2ccccc2)c2c3c(c(=O)oc2c1)CCC3 (stereo partly drawn)
    0.3	-4	0	1	-14	-10	10	14	8
> CCCC(=O)c1c(O)[nH]c(=O)[nH]c1=O
    0.3	0	-7	3	7	-13	-24	20	-5
> Cc1ccc(Cn2cc(C=O)c(-c3ccc(F)cc3)n2)cc1
    1.6	0	3	0	-19	-2	6	-19	-4
> O=C(COc1ccc(Cl)cc1)N1CCN(C2CCCC2)CC1
    -2.4	-4	89*	29	4	3	8	21	5
> CCOP1(=S)Oc2cc3c(cc2C(C(=O)OC)(C(F)(F)F)O1)OCO3 (stereo not drawn)
    0.3	-2	-2	3	5	3	16	-11	-4
> C(=NN1CCCCCC1)c1c[nH]c2ccccc12
    x	x	1	1	x	-5	x	x	6
> CC(=O)NCCc1c[nH]c2ccccc12
    -1.2	2	-5	-6	1	-17	10	-1	2
> COC(=O)C1=C(c2c(C)noc2C)C[C@@H]2CC[C@H]1N2C(=O)N1CCC(O)CC1
    0.9	-2	3	-9	7	-19	-8	7	0
> CNCCc1c[nH]c2ccccc12
    0.2	-9	0	2	12	-10	5	23	1
> O=c1[nH]c(=O)n(Cc2ccccc2)c(O)c1C=NCCCn1ccnc1
    -2.3	0	11	23	-5	21	-9	6	4
> CCOC(=O)c1c(/N=C/c2c(O)n(-c3ccccc3F)c(=S)[nH]c2=O)sc2c1CCCC2
    1.5	1	8	9	-15	3	0	16	10
> C[C@]12CC[C@H]3[C@@H](CCC4=CC(=O)CC[C@@]43O)[C@@H]1CCC2=O
    0.8	-1	-5	-2	3	-2	8	-1	-8
> O=C(Nc1ccccc1)c1c(O)[nH]c(=O)[nH]c1=O
    0.9	-2	-3	-4	12	0	-3	12	1
> COC(=O)C1=C(c2cccc(C#N)c2)C[C@@H]2CC[C@H]1N2C(=O)N1CCCC1
    -1.6	-3	7	-3	4	8	7	11	-5
> CN(C)CCN=Cc1c(O)n(-c2cccc3ccccc23)c(=O)[nH]c1=O
    -2.8	4	-4	21	-31	-2	-14	-12	5
> CN(C)C(=O)Oc1ccc2nnc3ccnn3c2c1
    -0.8	-2	-14	15	1	5	18	10	-6
> Cc1ccc(C2=NN(CCC(=O)N3CCC4(CC3)OCCO4)C(=O)CC2)cc1
    1.4	0	-1	-1	18	4	-1	19	-6
> O=C(NN=Cc1ccc(N(CCCl)CCCl)cc1)C(=O)c1c[nH]c2ccccc12
    x	x	17	17	x	13	x	x	8
> O=[N+]([O-])c1ccc(-[n+]2c(-c3ccccc3)cc(-c3ccccc3)cc2-c2ccccc2)cc1
    0.7	-3	0	7	-4	-34	15	5	-1
> CCOC(=O)N1CCN(C(C)C(=O)c2c[nH]c3ccccc23)CC1 (stereo not drawn)
    -3.5	-1	-10	-1	-5	7	-39	-26	-5
> C/C=C/CC1(CC)C(=O)NC(=S)NC1=O
    -0.2	-1	-11	3	-1	5	2	8	-5
> CCOc1ccc(-c2cc(C)[n+](CCc3ccc(OC)c(OC)c3)c(-c3ccc(OCC)cc3)c2)cc1
    13	14	10	69*	26	12	81*	-14	8
> CC(NCc1ccc(Cl)c(Cl)c1)C(O)c1ccccc1 (stereo not drawn)
    -2.1	-1	6	0	-14	2	-21	4	2
> CCC1(CC)C(=N)N(C)C(=O)NC1=O
    4.2	-1	-8	7	-10	7	-20	-10	0
> CCCCCC(=O)N[C@@H](c1ccccc1)[C@@H](O)C(=O)O[C@H]1C[C@@]2(O)[C@@H](OC(=O)c3ccccc3)C3[C@](C)(C(=O)[C@H](O)C(=C1C)C2(C)C)[C@@H](OC1OCC(O)C(O)C1O)C[C@H]1OC[C@@]31OC(C)=O (stereo partly drawn)
    -3.6	-3	2	-6	41	-11	57*	-20	1
> Cc1nc2nc(C)c(CCC(=O)N3CCC4(CC3)OCCO4)c(C)n2n1
    1.7	-2	-11	-4	3	-20	-18	6	4
> CC(=O)Nc1ccc(OC(=O)N(C)c2ccc(C)cc2)cc1
    2.6	-4	-10	0	8	3	9	7	-9
> O=[P+](Cc1ccccc1)Cc1ccccc1
    1.6	-2	-12	-50	1	-8	18	24	-12
> Cc1cc(C)c(-n2c(O)c(/C=N/N3CCCCC3c3cccnc3)c(=O)[nH]c2=O)c(C)c1 (stereo not drawn)
    -1.2	2	5	1	5	17	19	-1	2
> COC(=O)C1=C(c2ccccc2)C[C@@H]2CC[C@H]1N2C(=O)NCCCOC(C)C
    -3.4	-2	3	-5	4	12	-2	-5	-11
> Cc1cc(/C=C2\C(=O)NC(=O)N(c3cccc(F)c3)C2=O)c(C)n1-c1cc(C(=O)O)cc(C(=O)O)c1
    1.9	1	1	-7	-2	0	5	9	12

# Going on with the list.
# The line under a structure holds: CHOP UPR activ	XBP1 UPR activ	EBI2 antag	Gli-Sufu antag	Jurkat NFkB inh	CCR6 antagonist	Mdm2 MdmX PPI	697 NFkB inh	CXCR6 inh
> Cc1cc(N2C(=O)C3CCCN3C2c2ccc(Cl)c(Cl)c2)no1 (stereo not drawn)
    -0.8	-1	-1	-1	-13	7	-4	6	-1
> O=C1C=C2C=C[C@@H]3CC2(O1)[C@H]1CCCCN31
    3.8	-6	-6	-16	14	10	21	13	1
> O=C1/C(=C/c2ccncc2)N2CCC1CC2
    -0.7	-2	5	-22	5	5	16	11	1
> Fc1ccccc1N1CCN(Cc2ccc3c(c2)OCO3)CC1
    -3.4	-1	2	5	-5	14	-5	17	5
> COc1ccc2c3c1OC1C(O)C=CC4C(C2)[N+](C)(C)CCC341 (stereo not drawn)
    -0.3	0	3	8	-6	5	20	24	6
> CCN(CC)C(=O)c1ccc(N2C(=O)C3CC=C(Cl)CC3C2=O)cc1 (stereo not drawn)
    -0.3	-2	-4	-1	2	6	-9	-15	-11
> CCOC(=O)c1c(C)n(Cc2ccccc2)c2ccc(OCC(O)CNC(C)(C)C)cc12 (stereo not drawn)
    2.7	1	2	17	22	20	51*	16	10

# Bioassay records deposited in PubChem BioAssay by Sanford-Burnham Center for Chemical Genomics.

# The list is partial; the hit share may differ from the screen's.
